TEAD-YAP block: TEAD-YAP interaction inhibition. HEK-TIYL cells, TEAD-Gal4/YAP UAS-luciferase luminescence. inhibition, % at 9.12 µM. 1.4% of 640,000 active; in the data active means inhibition above about 32%;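 further: 0% = median of test compound wells and 100% = reference inhibitor wells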
GPR151 activ: human GPR151 activation | activation, % at 11.2 µM | PathHunter beta-arrestin GPR151 cells, luminescence | AID 1508602 | 1% of 650,000 active | Q8TDV0; in the data active means activation above about 4.9%;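 further: 0% = median of compound wells and 100% = cells with positive control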
Target sequence (Q8TDV0 whole entry, looked up): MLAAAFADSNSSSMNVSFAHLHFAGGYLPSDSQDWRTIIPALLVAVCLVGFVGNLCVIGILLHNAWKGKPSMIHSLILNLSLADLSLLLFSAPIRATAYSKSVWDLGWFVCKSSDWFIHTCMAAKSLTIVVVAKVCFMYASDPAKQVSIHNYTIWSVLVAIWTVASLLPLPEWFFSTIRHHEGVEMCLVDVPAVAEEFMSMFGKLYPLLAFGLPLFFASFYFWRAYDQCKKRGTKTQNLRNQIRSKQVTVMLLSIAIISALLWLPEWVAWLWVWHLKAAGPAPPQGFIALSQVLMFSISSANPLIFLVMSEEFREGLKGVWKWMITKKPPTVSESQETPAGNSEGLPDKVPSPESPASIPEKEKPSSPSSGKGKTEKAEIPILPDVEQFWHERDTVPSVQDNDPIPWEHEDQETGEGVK
FBW7 act: human FBW7 E3 ligase activation, primary screen; normalized activity (activation), % at 26.1 µM; Q969H0; AlphaScreen FBW7–phospho-cyclin E peptide binding, activator screen; 0.13% of 650,000 active; in the data active means normalized activity above about 1.9%;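 further: purified mutant Fbw7 with reduced substrate affinity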
MITF inh: human MITF inhibition, primary screen | AlphaScreen MITF homodimerization, bead proximity signal | inhibition, % at 2.6 µM | 0.91% of 650,000 active; in the data active means inhibition above about 50%;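 further: 0% = vehicle wells with protein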
Target sequence (O75030 whole entry, looked up): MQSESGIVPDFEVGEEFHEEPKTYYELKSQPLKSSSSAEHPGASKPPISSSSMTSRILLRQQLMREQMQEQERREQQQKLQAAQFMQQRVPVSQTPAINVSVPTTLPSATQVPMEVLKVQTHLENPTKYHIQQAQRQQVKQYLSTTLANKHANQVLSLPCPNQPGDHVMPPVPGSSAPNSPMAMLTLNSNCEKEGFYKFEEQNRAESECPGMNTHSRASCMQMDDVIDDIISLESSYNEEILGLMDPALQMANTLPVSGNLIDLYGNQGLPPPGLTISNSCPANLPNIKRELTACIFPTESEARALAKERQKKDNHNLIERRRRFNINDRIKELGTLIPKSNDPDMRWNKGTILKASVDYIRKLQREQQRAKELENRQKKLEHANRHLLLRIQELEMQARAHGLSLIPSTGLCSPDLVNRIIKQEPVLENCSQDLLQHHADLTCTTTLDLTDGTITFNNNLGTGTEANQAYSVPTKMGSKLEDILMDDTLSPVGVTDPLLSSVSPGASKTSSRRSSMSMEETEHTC
The depositor's hits bear a star. An unsorted share of the library (roughly 3.5% active in at least one column).

| Structure | TEAD-YAP block | GPR151 activ | FBW7 act | MITF inh |
| --- | --- | --- | --- | --- |
| c1ccc(COc2ccc(OCc3ccccc3)cc2)cc1 | -2 | 0.0 | 0.1 | 3 |
| COc1ccc(C2=NN(C(=O)CSc3nnc(CNC(=O)COc4ccccc4)n3C)C(c3ccc(F)cc3)C2)cc1 (stereo not given) | 7 | -0.2 | 0.1 | 2 |
| CSc1ccc(CN2CCN(CCO)CC2)cc1 | -10 | -0.7 | -0.1 | 80* |
| CCOC(=O)c1nnn(-c2nonc2N)c1CSc1nccn1C | 1 | -1.5 | 0.1 | 7 |
| Cc1ccc(-c2c(N3CCCC3)c(=O)c2=O)cc1C | 4 | 1.0 | -0.1 | 6 |
| Cn1cc(-c2cnc3c(NCc4cccs4)nccn23)cn1 | 3 | 0.4 | 0.1 | -7 |
| Cc1cccc(C(=O)N2CCN3C(=O)[C@H]([C@@H](C)OCc4ccccc4)NC(=O)[C@H]3C2)c1 | -7 | -0.3 | 0.0 | 0 |
| CCC(=O)C12CC3CC(CC(C3)C1)C2 | 0 | 1.1 | 0.1 | 15 |
| CCNC(=O)/C(C#N)=C/c1ccc(Cl)c(Cl)c1 | 0 | 0.8 | 0.0 | 53* |
| N=C1c2ccccc2CN1c1cc(S(=O)(=O)N2CCOCC2)ccc1N1CCCC1 | -2 | -1.3 | -0.1 | -7 |
| C=CCNC(=S)/N=C(\Nc1ccc(Cl)cc1)Nc1nc(C)cc(C)n1 | 1 | 0.6 | 0.2 | 18 |
| COc1ccc(C(=O)Nc2ccc3nn(-c4ccccc4)nc3c2)cc1 | 17 | 0.0 | 0.0 | 12 |
| C=CCNC(=O)NC(=O)COC(=O)C(Br)C12CC3CC(CC(C3)C1)C2 (stereo not given) | -3 | -2.0 | 0.4 | 4 |
| CCc1cccc(C)c1NC(=O)c1cc(S(=O)(=O)N2CCN(c3cccc(Cl)c3)CC2)ccc1F | 12 | -1.6 | 0.5 | 16 |
| COc1cc2nc(=S)n3c(c2cc1OC)NC(CC(=O)O)C3=O (stereo not given) | 3 | 0.7 | 0.0 | 2 |
| CCCCOc1ccc(/C=c2\sc3ncnn3c2=O)cc1OC | -3 | -0.4 | -0.1 | 5 |
| COc1cccc(CNC(=O)Cn2cc3c(n2)CCCCC3)c1 | 9 | 0.2 | 0.0 | 0 |
| COc1ccccc1-n1nc(C(=O)N2CCCC(C)C2)c2ccccc2c1=O (stereo not given) | 2 | -0.1 | 0.0 | -1 |
| O=C(CN1C(=O)CCSc2ccccc21)N1CCN(c2ncccn2)CC1 | 5 | 1.5 | -0.1 | -1 |
| Cc1ccnc(NC(=O)COC(=O)c2nn(C)c(=O)c3ccccc23)n1 | 2 | -0.1 | 0.0 | 5 |
| Cc1cc(C)n2cc(COc3ccc(I)cc3)nc2n1 | -22 | -0.6 | 0.2 | 9 |
| Cc1sc2c(c1C)CN(CCN1CCOCC1)CN2C(=O)c1ccccc1 | -28 | -1.3 | 0.1 | 7 |
| Cc1cccc(-c2nc(Nc3cccc(F)c3)c3ccccc3n2)c1 | -4 | 2.2 | 0.4 | 8 |
| COc1ccccc1N1CCN(C(=O)Nc2ccccc2)CC1=O | -5 | 0.4 | 0.1 | -10 |

One compound at a time, as listed above. Values in the order: TEAD-YAP block, GPR151 activ, FBW7 act, MITF inh
COc1cccc(CNC(=O)Cn2cc3c(n2)CCCCC3)c1 in the list: 9, 0.2, 0.0, 0
Cc1cc(C)n2cc(COc3ccc(I)cc3)nc2n1 in the list: -22, -0.6, 0.2, 9

Further entries
| Structure | TEAD-YAP block | GPR151 activ | FBW7 act | MITF inh |
| --- | --- | --- | --- | --- |
| CC(C)CNC(=O)CC(=O)N/N=C/c1ccc(F)cc1 | -4 | -0.8 | 0.0 | -11 |
| COc1cc(SC)ccc1C(=O)NCCCOC(C)C | -16 | -1.2 | -0.1 | 3 |
| NS(=O)(=O)c1ccc(N=Cc2ccc(Br)s2)cc1 | 2 | -0.9 | -0.3 | -7 |
| COc1ccc(Nc2nc(OCC(F)(F)F)nc(OCC(F)(F)F)n2)cc1 | 10 | 1.2 | 0.2 | -4 |
| COCCNC(=O)[C@@H]1C[C@H](NCc2ccc(OC)c(C)c2C)CN1C(C)C | 7 | -0.5 | 0.0 | -2 |
| O=C(c1ccco1)N1CCN(c2nccn3c(-c4ccccc4)cnc23)CC1 | -73 | 0.4 | 0.0 | 1 |
| CC(=O)c1c(C)oc2ccc(N(C(=O)c3ccc(C)cc3)S(=O)(=O)c3ccc(Br)cc3)cc12 | -1 | 0.0 | 0.2 | 21 |
| CCCNC(=O)CSc1nnc(-c2cn(C)nc2OC)n1CC | -3 | -1.8 | 0.1 | 8 |
| Cc1ccc(NC(=O)C2CC(=O)N(C)C(=Nc3cccc(C(F)(F)F)c3)S2)cc1Cl (stereo not given) | -2 | 1.0 | -0.1 | -4 |
| CCC(C)NC(=O)c1ccc(C(=O)c2cc(OC)ccc2OC)cc1 (stereo not given) | 14 | -1.1 | 0.5 | 6 |
| O=C(NCCCn1ccnc1)C1CC12CCN(CC1CC=CCC1)CC2 (stereo not given) | 10 | -0.7 | 0.1 | 14 |
| COc1cc(/C=C2/C(=N)N3C(c4ccccc4)=CSC3=NC2=O)cc(OC)c1OC | -2 | 0.8 | 0.1 | 37 |
| CCOC(=O)c1sc2ncnc(N3CC(C)CC(C)C3)c2c1C (stereo not given) | 5 | 0.5 | 0.0 | 2 |
| COc1cccc2cc(C(=O)Nc3cccc(C(F)(F)F)c3)/c(=N/c3sc4c(c3C(N)=O)CCCC4)oc12 | -8 | 0.8 | -0.5 | -11 |
| Nc1ccc(C(=O)OCC(=O)Nc2ccc([N+](=O)[O-])cc2Br)cc1 | -3 | 1.5 | 0.0 | 11 |
| CCn1c(C)[n+](CC)c2ccc(C(=O)OC)cc21 | -1 | -0.7 | -0.2 | 8 |
| COC(=O)c1ccc(N/C=C/C(=O)c2ccco2)cc1 | -32 | -3.4 | -0.1 | 6 |
| CC(=O)c1sc(NC(=O)Cc2ccc(F)cc2)nc1C | -4 | 0.6 | 0.4 | -5 |
| CC(Cc1cnccn1)NC(=O)c1cc(COc2ccc3ncccc3c2)on1 (stereo not given) | 20 | -0.7 | -0.1 | -5 |
| CCOc1ccc2c(c1)C(C)CC(C)(C)N2C(=O)Nc1ccc(Cl)cc1 (stereo not given) | 1 | 0.2 | -0.2 | 1 |
| C/C(=N/NC(=O)c1ccc(CN2CCOCC2)cc1)c1cccs1 | -10 | -1.0 | 0.0 | 10 |
| O=C(C1CC1)N1CCc2cc(Br)cc(S(=O)(=O)NC3CCCC3)c21 | 4 | -0.3 | -0.1 | 11 |
| O=C1CCCN1CCn1cnc2c(Nc3ccc(N4CCOCC4)cc3)nc(Nc3ccccn3)nc21 | 4 | -1.1 | -0.2 | 0 |
| COc1cc2ccccc2cc1C(=O)Nc1nnc(C2CCCO2)o1 (stereo not given) | -2 | 2.3 | -0.1 | 11 |
| COC(=O)c1ccc(S(=O)(=O)N2CCC(c3nc4ccccc4o3)CC2)cc1 | 8 | 0.4 | 0.0 | 3 |
| FC(F)(F)c1ccccc1CN1CCN(Cc2ccccc2Br)CC1 | 8 | -1.8 | 0.0 | 62* |
| CC(C)CS(=O)(=O)Nc1ccc(N2CCCC2=O)cc1 | -13 | 1.3 | 0.0 | -2 |
| O=S1(=O)N=C2CCCCCN2C(c2ccncc2)N1 (stereo not given) | 5 | 3.1 | 0.2 | -2 |
| CCc1[nH]nc2c1C(c1cccc(OCC(N)=O)c1)C(C#N)=C(N)O2 (stereo not given) | 5 | 0.2 | 0.1 | 5 |
| Nc1c(C(=O)Nc2ccc(Br)cc2)sc2nc3c(c(-c4ccco4)c12)CCC3 | -16 | 1.3 | 0.2 | 12 |
| CC(=O)Oc1ccc(C2C(C(=O)OC(C)C)=C(C)NC3=C2C(=O)CC(c2cccs2)C3)cc1 (stereo not given) | 9 | 0.0 | 0.8 | -12 |
| Cc1ccc(NC(=O)N[C@H]2C[C@H]3C(=O)N4CCC[C@H]4C(=O)N3C2)cc1C | 10 | -1.8 | 0.2 | 7 |
| O=C1C2ON(c3ccccc3)C(c3ccco3)C2C(=O)N1c1ccc(N2CCOCC2)cc1 (stereo not given) | 10 | -0.6 | 0.4 | 16 |
| Cc1ccc(OCC(=O)Nc2nc3ccc(F)cc3s2)cc1 | -7 | -0.2 | 0.1 | 5 |
| O=C(Nc1ccc2c(c1)OCO2)c1cc(Br)ccc1Cl | -15 | -0.4 | 0.1 | -10 |
| O=C(Nc1ccc(Cc2ccncc2)cc1)c1ccccc1Br | 7 | 0.8 | -0.2 | -9 |
| O=C1N/C(=C\c2ccc(O)cc2)C(=O)c2ccccc21 | -6 | 0.3 | -0.2 | -8 |
| Cc1cc([N+](=O)[O-])nn1Cc1c(F)cccc1Cl | -10 | 0.6 | 0.2 | -7 |
| COc1ccccc1NC(=O)c1cc(S(=O)(=O)N2CCC3(CC2)OCCO3)ccc1F | 2 | 1.4 | -0.1 | 13 |
| COc1ccc(NC(=O)CSc2nncn2C)c([N+](=O)[O-])c1 | 10 | -0.6 | 0.5 | -12 |
| O=C(Oc1cccc(OC(=O)c2ccccc2)c1)c1ccccc1 | -3 | 0.9 | 0.0 | -1 |
| CN(C)c1cccc(Nc2nc(NCCO)c3ncn(-c4ccsc4)c3n2)c1 | 8 | -1.9 | 0.1 | 17 |
| O=C(Nc1ccc2c(c1)OCCO2)c1cc([N+](=O)[O-])ccc1N1CCOCC1 | -2 | 0.4 | -0.4 | 28 |
| COC(=O)c1ccc(/C=N\NC(=O)COc2cccc(Cl)c2)cc1 | 4 | -0.7 | 0.1 | 2 |
| CCOC(=O)/C(=N\Nc1ccc(Br)cc1)N(C)C1CCS(=O)(=O)C1 (stereo not given) | -33 | 0.9 | 0.0 | 36 |
| O=C(Nc1ccc([N+](=O)[O-])cc1)Nc1ccc(N2CCOCC2)c2nonc12 | 5 | -0.5 | 0.0 | 3 |
| COCCNC(=O)c1ccc2c(c1)ncn2-c1ccc(C)cc1C | 2 | 0.1 | 0.5 | 10 |
| COCCn1nnnc1C(c1cc2cc(C)c(C)cc2[nH]c1=O)N1CCC(C)CC1 (stereo not given) | 1 | -0.4 | 0.0 | -1 |

Reformatted: results already given
CN(C)c1cccc(Nc2nc(NCCO)c3ncn(-c4ccsc4)c3n2)c1
  TEAD-YAP block: 8
  GPR151 activ: -1.9
  FBW7 act: 0.1
  MITF inh: 17

O=C(Nc1ccc2c(c1)OCCO2)c1cc([N+](=O)[O-])ccc1N1CCOCC1
  TEAD-YAP block: -2
  GPR151 activ: 0.4
  FBW7 act: -0.4
  MITF inh: 28

(cont.)
| Structure | TEAD-YAP block | GPR151 activ | FBW7 act | MITF inh |
| --- | --- | --- | --- | --- |
| Cc1cc(NS(=O)(=O)c2ccc(NC(=O)c3cccc(Cl)c3)cc2)nc(C)n1 | -3 | 0.5 | -0.1 | 3 |
| Cn1c(=O)cc(OCC(=O)NCC2CCCO2)c2ccccc21 (stereo not given) | 2 | -0.7 | 0.2 | 1 |
| O=C(Nc1ccc(SCCCC(=O)N2CCN(Cc3ccccc3)CC2)nn1)C1CC1 | 7 | -0.5 | 0.0 | 11 |
| COC(=O)c1c(NC(=O)c2cccnc2)sc2c1CCCCCC2 | -2 | 3.0 | -0.3 | -18 |
| CC1CC(C)(C)NC(=S)N1CCC(=O)Nc1ccc(F)c(F)c1 (stereo not given) | -12 | -1.1 | -0.2 | -2 |
| CCOC(=O)N1CCC(NC(=O)c2cc3n(n2)C(C(F)(F)F)CC(c2ccc(C)cc2)N3)CC1 (stereo not given) | 4 | -0.2 | 0.1 | 14 |
| Cc1ccc(CNC(=O)C(=O)NCCO)cc1 | -4 | 0.5 | 0.1 | 9 |
| CCNC(=O)[C@@H]1C[C@H](NC2C3CC4CC(C3)CC2C4)CN1Cc1cccc(OC)c1OC (stereo not given in full) | 4 | 2.6 | 0.1 | 4 |
| CCC(C)(C)NC(=O)C(c1ccc(C)cc1)N(CC1CCCO1)C(=O)c1csnn1 (stereo not given) | -6 | -0.4 | -0.2 | -7 |
| Cc1nn2c(C(F)(F)F)cc(-c3ccc(Cl)cc3)nc2c1-c1ccccc1 | -4 | -0.4 | 0.1 | 6 |
| COc1cccc(NC(=O)c2sc3nc4c(c(-c5cccs5)c3c2N)CCC4)c1 | -10 | -0.8 | 0.0 | 11 |
| Nc1cccc2c1C(=O)N(C(=O)c1ccc(N3CCCC3=O)cc1)C2=O | 5 | -1.8 | 0.3 | 1 |
| COc1cc(-n2c(C)nc3cc(C(=O)NC4CCCC4)ccc32)cc(OC)c1OC | 0 | -0.1 | 0.0 | 12 |
| Cc1ccc(NC(=O)CNC(=O)Cn2cnc3sc4c(c3c2=O)CCCC4)cc1F | 1 | -0.7 | -0.1 | -2 |
| CC(C)c1ccc2nc(SCC(=O)Nc3c[nH]c(=O)[nH]c3=O)c(C#N)cc2c1 | 8 | -0.6 | 0.0 | -10 |
| C/C(N)=C(/C#N)C(=O)COC(=O)c1cccc2ccccc12 | 1 | -1.7 | 0.1 | 5 |
| Oc1ccc(Br)cc1/C=N\Nc1nc2ccccc2[nH]1 | 65* | -0.3 | -0.1 | 11 |
| O=S1(=O)CCN2C(c3cccc4ccccc34)=CSC2=N1 | -15 | 0.5 | 0.2 | -1 |
| COc1ccc(NC(=O)CCN2C(=O)c3ccncc3C2=O)cc1 | -8 | -1.1 | 0.0 | -10 |
| CN(CC(=O)N1CCN(c2ccccc2)CC1)S(=O)(=O)c1cccc2cnccc12 | 8 | -1.1 | -0.1 | 8 |
| Cc1cc(C)n2nc(SCc3cc(=O)n4ccccc4n3)nc2n1 | -4 | 0.7 | 0.1 | 6 |

Retrieved one by one from above:
| Structure | TEAD-YAP block | GPR151 activ | FBW7 act | MITF inh |
| --- | --- | --- | --- | --- |
| O=S1(=O)CCN2C(c3cccc4ccccc34)=CSC2=N1 | -15 | 0.5 | 0.2 | -1 |
| Cc1cc(C)n2nc(SCc3cc(=O)n4ccccc4n3)nc2n1 | -4 | 0.7 | 0.1 | 6 |
